EPAC2 antag: antagonists of human EPAC2; Potency, µM (top dose mostly 114 µM), inactives show at the highest dose activity, negative = inhibition, actives largely listed as inhibitors; EPAC2 GEF exchange of Rap1B-BODIPY-GDP, fluorescence; Q8WZA2; 0.18% of 360,000 active; note: potency is the fitted concentration of half-maximal effect; % is set by controls: 0 for no effect and ±100 for the full control effect; nearly all actives have a fitted effect of over 45% in size; many of its hits are not listed in these tables
WRN inhibitor: WRN helicase (human) inhibition; 0.46% of 360,000 active; Q14191; AID 651768; Potency, µM (highest dose often 114 µM), for inactives: top-dose activity change, negative = inhibition, hits mostly inhibitors; WRN helicase unwinding, fluorescent forked duplex, kinetic; note: potency is the fitted concentration of half-maximal effect; % is set by controls: 0 for no effect and ±100 for the full control effect; nearly all actives have a fitted effect of over 55% in size
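Kinetic fluorescence helicase assay: unwinding of a quenched forked DNA duplex (100 nM final) with 2 mM ATP final raises red fluorescence (525/598 nm). Compounds sat 15 min at room temperature with 20 nM WRN beforehand.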
EPAC1 antag: blocks human EPAC1 exchange factor | AID 720709 | EPAC1 GEF assay, Rap1b-BODIPY-GDP exchange fluorescence | 0.14% of 360,000 active | O95398 | Potency, µM (titrated, usually from 115 µM), inactives show top-dose activity change, negative = inhibition, hits mostly inhibitors;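 note: potency is the fitted concentration of half-maximal effect; plate controls were vehicle for no effect and positive control for full effect; nearly all actives have a fitted effect of over 50% in size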
PI5P4Ka inh: inhibitors of human PI5P4K alpha | PI5P4Kalpha enzyme, ADP-Glo luminescence, 60 min; active compounds read low | max response, % | P48426 | 1.2% of 330,000 active | AID 652105; active = max response of -50% or lower; inconclusive = between -30% and -50%; inactive = -30% or higher; note: value at the top dose of about 77 µM; % is set by controls: 0 for no effect and ±100 for the full control effect
Target sequence (P48426 whole entry, looked up): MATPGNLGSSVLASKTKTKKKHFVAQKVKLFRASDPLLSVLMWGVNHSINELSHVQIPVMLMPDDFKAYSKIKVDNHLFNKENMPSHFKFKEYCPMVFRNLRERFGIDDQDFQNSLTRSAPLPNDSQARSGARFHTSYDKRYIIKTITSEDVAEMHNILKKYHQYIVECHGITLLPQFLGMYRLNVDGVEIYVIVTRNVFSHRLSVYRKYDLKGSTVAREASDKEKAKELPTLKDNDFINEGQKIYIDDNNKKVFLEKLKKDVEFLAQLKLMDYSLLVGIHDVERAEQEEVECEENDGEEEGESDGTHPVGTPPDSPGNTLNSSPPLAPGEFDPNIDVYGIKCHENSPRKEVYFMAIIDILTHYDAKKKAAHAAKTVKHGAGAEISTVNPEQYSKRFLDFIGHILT
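Human PI5P4Kalpha with substrate in 0.038 M HEPES pH 7.4, 0.28 mM EGTA, 0.1% CHAPS, 5% DMSO; reaction started with 5 microM ATP (final), 60 min at room temperature. ADP formed read by ADP-Glo luminescence.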
CCT modulator: cytosolic chaperonin activity modulation. purified chaperonin ATPase assay, HTRF ADP detection, 30 min. activity change, % (no concentration beside the values), hits read low. 0.3% of 360,000 active. AID 651819; in the data active = activity change below about -30%; note: % is set by controls: 0 for no effect and ±100 for the full control effect
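We incubate TRiC, 40 or 20 nM final, with library compounds at 76 uM and 10 uM ATP for 30 min at 37 °C. ADP formed is detected with Transcreener HTRF reagents after 30 min at room temperature.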
EPAC1 agonist: activates human EPAC1 exchange factor. Potency, µM (highest dose often 154 µM), for inactives: top-dose activation, most hits filed as activators. 0.073% of 360,000 active. O95398. AID 720707. EPAC1 agonist qHTS, biochemical assay; response scale: 100% = response to 6.5 mM cAMP; note: potency is the fitted concentration of half-maximal effect; nearly all actives have a fitted effect of over 60% in size
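Multi-concentration qHTS readout: loss of Rap1B-bound BODIPY-GDP fluorescence driven by 100 nM EPAC1 with excess GDP (50 uM), monitored kinetically at room temperature; agonist response expressed relative to 6.5 mM cAMP.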
PLK1 PBD inh: blocks phosphopeptide binding to human PLK1 polo-box domain; P53350; Plk1 PBD binding of FITC phosphopeptide, fluorescence polarization; AID 720504; Potency, µM, for the others: max response, negative = inhibition, actives largely listed as inhibitors; 2.8% of 360,000 active; note: potency is the fitted concentration of half-maximal effect; series mostly up to about 57 µM; % is set by controls: 0 for no effect and ±100 for the full control effect; nearly all actives have a fitted effect of over 65% in size
Target sequence (P53350 whole entry, looked up, the tested form may be a part): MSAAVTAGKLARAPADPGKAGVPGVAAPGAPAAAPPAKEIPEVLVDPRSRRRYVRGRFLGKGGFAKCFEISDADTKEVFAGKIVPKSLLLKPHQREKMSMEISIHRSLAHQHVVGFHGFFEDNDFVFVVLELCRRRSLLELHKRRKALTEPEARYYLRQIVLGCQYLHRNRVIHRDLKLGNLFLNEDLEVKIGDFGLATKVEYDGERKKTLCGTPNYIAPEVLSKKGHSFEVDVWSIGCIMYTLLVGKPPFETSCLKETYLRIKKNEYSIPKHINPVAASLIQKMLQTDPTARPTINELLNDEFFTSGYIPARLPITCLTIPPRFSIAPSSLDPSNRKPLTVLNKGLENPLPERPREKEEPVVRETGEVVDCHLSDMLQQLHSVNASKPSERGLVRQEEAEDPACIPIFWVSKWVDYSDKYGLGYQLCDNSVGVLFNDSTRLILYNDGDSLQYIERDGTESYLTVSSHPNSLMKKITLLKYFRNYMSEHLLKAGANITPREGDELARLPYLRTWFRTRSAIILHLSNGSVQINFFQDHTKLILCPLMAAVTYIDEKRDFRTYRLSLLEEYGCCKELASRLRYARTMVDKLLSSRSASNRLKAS
MmCpn inh: M. maripaludis TRiC chaperonin inhibition; purified Mm-Cpn ATPase, ADP Transcreener TR-FRET; Potency, µM (highest dose often 76.9 µM), for inactives: top-dose activity, negative = inhibition, usual class: inhibitors; 0.031% of 330,000 active; AID 504842; note: potency is the fitted concentration of half-maximal effect; % is set by controls: 0 for no effect and ±100 for the full control effect; nearly all actives have a fitted effect of over 80% in size
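Purified archaeal chaperonin (25 nM final) was preincubated with compound for 10 min at 37°C, then ATP (10 uM final) was added for 30 min at 37°C in Tris pH 7.4/KCl/MgCl2/DTT buffer. ADP was quantified by HTRF Transcreener TR-FRET.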
An asterisk follows results filed as active; & = joins results of further samples; [ ] = another dose, or the depositor's remark. Unless noted, calls come from the whole dose curve; as a rule, active = well fitted curve in the direction sought with a large enough effect; inconclusive = small, poorly fitted or top-dose-only effect, or another doubt; inactive = no such curve, though single readings can be large; an effect the other way counts as inactive or inconclusive. Some of the compounds tested; the hit share may differ from the screen's.

Screening O=C(c1cc2ccc([N+](=O)[O-])cc2oc1=O)N1CCOCC1 returned EPAC2 antag 7.1%, WRN inhibitor 0.6%, EPAC1 antag -7.4%, PI5P4Ka inh 3.9, CCT modulator 1.3, EPAC1 agonist 0.8%, PLK1 PBD inh -3.8% and MmCpn inh -1.4%.
`Nc1nc(-c2cccs2)c(CC(=O)O)s1` gave EPAC2 antag -5.9%, WRN inhibitor -22.3%, EPAC1 antag -13.2%, PI5P4Ka inh -28.3, CCT modulator -0.3, EPAC1 agonist 4.0%, PLK1 PBD inh -29.3% and MmCpn inh -4.7%.
CCOc1cc(/C=N/O)cc(Br)c1OCC was read as EPAC2 antag -7.7%, WRN inhibitor 0.1%, EPAC1 antag -1.6%, CCT modulator -2.2, EPAC1 agonist 3.9%, PLK1 PBD inh -1.4% and MmCpn inh 0.5%.
`CCN(CCCNC(=O)c1ccc(N2CCCC2=O)cc1)c1cccc(C)c1` gave EPAC2 antag 0.1%, WRN inhibitor -2.1%, EPAC1 antag 4.2%, PI5P4Ka inh -2.5, CCT modulator -0.9, EPAC1 agonist -1.3%, PLK1 PBD inh 1.2% and MmCpn inh -4.6%.
Screening COc1cccc(-c2nc(CS(=O)(=O)CC(=O)N3CCc4ccccc43)c(C)o2)c1 returned EPAC2 antag 3.5%, WRN inhibitor -0.3%, EPAC1 antag -1.4%, PI5P4Ka inh -2.0, CCT modulator 1.3, EPAC1 agonist -1.2%, PLK1 PBD inh 3.1% and MmCpn inh 1.7%.
Screening CN(C(=O)Nc1ccc(C(C)(C)C)cc1)C1CCCCC1 returned EPAC2 antag -3.0%, WRN inhibitor 3.1%, EPAC1 antag 3.2%, PI5P4Ka inh 2.2, CCT modulator -0.1, EPAC1 agonist 2.3%, PLK1 PBD inh 0.9% and MmCpn inh 2.8%.
`CCS(=O)(=O)N1CCC(C(=O)Nc2cc([N+](=O)[O-])ccc2C)CC1` gave EPAC2 antag 2.7%, WRN inhibitor -3.9%, EPAC1 antag -4.1%, PI5P4Ka inh 10.2, CCT modulator -0.1, EPAC1 agonist 13.9%, PLK1 PBD inh -3.4% and MmCpn inh -0.1%.
For CCCC(O)(c1ccc(Br)cc1)C(CN1CCOCC1)c1ccc(Cl)cc1 (stereo not given) the results were EPAC2 antag inconclusive, WRN inhibitor -6.0%, EPAC1 antag -6.1%, PI5P4Ka inh 30.0, CCT modulator 0.4, EPAC1 agonist 9.8%, PLK1 PBD inh -5.0% and MmCpn inh 1.3%.
`CCOc1cc(/C=N/NC(=O)C(=O)N2CCCC2)ccc1O` gave EPAC2 antag 3.5%, WRN inhibitor -6.1%, EPAC1 antag 5.2%, PI5P4Ka inh 11.6, CCT modulator 1.5, EPAC1 agonist 4.2%, PLK1 PBD inh 0.2% and MmCpn inh -2.0%.
Screening O=C(CSc1ccccn1)Nc1nncs1 returned EPAC2 antag -5.0%, WRN inhibitor 1.4%, EPAC1 antag -1.7%, PI5P4Ka inh -2.5, CCT modulator -0.3, EPAC1 agonist -5.9%, PLK1 PBD inh -13.3% and MmCpn inh 1.5%.
Screening COc1ccc(Cl)cc1Cn1c(C)c(C(=O)NCc2ccccc2C(F)(F)F)sc1=O returned EPAC2 antag -12.2%, WRN inhibitor -1.2%[57.1 µM], EPAC1 antag -21.9%, PI5P4Ka inh 16.4, CCT modulator 0.5, EPAC1 agonist -2.5% and PLK1 PBD inh -3.5%.
For COC(=O)c1ccc(C(=O)OC)c(NC(=S)N2CCCC2)c1 the results were EPAC2 antag -4.8%, WRN inhibitor 3.2%, EPAC1 antag -5.7%, PI5P4Ka inh -1.5, CCT modulator -0.3, EPAC1 agonist -2.7%, PLK1 PBD inh 3.7% and MmCpn inh -1.2%.
`COc1ccc(NC(=O)C(=O)NCCN2CCN(C(=O)C(c3ccccc3)c3ccccc3)CC2)cc1` gave EPAC2 antag 4.5%, WRN inhibitor 1.3%, EPAC1 antag -5.6%, PI5P4Ka inh 0.0, CCT modulator -0.4, EPAC1 agonist 2.6%, PLK1 PBD inh -11.3% and MmCpn inh -1.6%.
`CC(C)[C@H](N)C(=O)OCCOCn1cnc2c(=O)[nH]c(N)nc21` gave EPAC2 antag -15.3%&15.9%, WRN inhibitor 5.9%&-1.6%, EPAC1 antag -1.5%&-8.4%, PI5P4Ka inh 4.5&0.9, CCT modulator 2.7&0.5, EPAC1 agonist -1.8%&11.4%, PLK1 PBD inh -4.6%&0.7% and MmCpn inh -2.8%.
For CCC(C)NC(=O)CS(=O)Cc1nc(-c2cccc(OC)c2)oc1C (stereo not given) the results were EPAC2 antag -0.7%, WRN inhibitor 4.8%, EPAC1 antag -6.2%, PI5P4Ka inh 8.2, CCT modulator -1.8, EPAC1 agonist -6.7%, PLK1 PBD inh -11.0% and MmCpn inh 0.5%.
Screening COc1ccc(-c2csc(NC(=O)CSCC(=O)Nc3cc(C)on3)n2)cc1 returned EPAC2 antag 7.6%, WRN inhibitor -1.3%, EPAC1 antag 2.2%, PI5P4Ka inh -6.1, CCT modulator -2.1, EPAC1 agonist -2.6%, PLK1 PBD inh -2.3% and MmCpn inh 0.0%.
`Cc1nnc(SCC(=O)N2CCN(c3cccc(Cl)c3)CC2)n1C1CC1` gave EPAC2 antag 5.7%, WRN inhibitor 5.5%, EPAC1 antag -10.4%, PI5P4Ka inh 0.0, CCT modulator -4.0, EPAC1 agonist -6.4%, PLK1 PBD inh -0.4% and MmCpn inh -0.6%.
Screening CS(=O)(=O)N(CCc1ccccc1)CC(=O)NCC1CCCO1 (stereo not given) returned EPAC2 antag -1.9%, WRN inhibitor 2.0%, EPAC1 antag -9.5%, PI5P4Ka inh 2.5, CCT modulator 0.3, EPAC1 agonist 0.0%, PLK1 PBD inh -4.6% and MmCpn inh 0.5%.
Screening CC(C)C(NC(=O)OCc1ccccc1)C(=O)NCc1ccc(C(=O)O)cc1 (stereo not given) returned EPAC2 antag -7.0%, WRN inhibitor 1.8%, EPAC1 antag 2.2%, PI5P4Ka inh -3.3, CCT modulator -2.1, EPAC1 agonist -2.2%, PLK1 PBD inh -7.8% and MmCpn inh -0.3%.
For Cc1cccc(NC(=O)/C(C#N)=C\c2cc(C)n(-c3ccc(C(=O)O)cc3)c2C)c1 the results were EPAC2 antag 3.7%, WRN inhibitor -4.3%, EPAC1 antag -10.9%, PI5P4Ka inh -0.6, CCT modulator -28.0, EPAC1 agonist -8.7%, PLK1 PBD inh -4.6% and MmCpn inh -3.6%.
For COc1ccccc1CC(NC(C)=O)C(=O)NC1CCN(S(=O)(=O)c2ccc(NC(C)=O)cc2)CC1 (stereo not given) the results were EPAC2 antag 1.2%, WRN inhibitor 1.3%[57.1 µM], EPAC1 antag 5.7%, PI5P4Ka inh 2.4, CCT modulator 0.4, EPAC1 agonist 6.9%, PLK1 PBD inh 8.0% and MmCpn inh 0.3%.
Cc1cc(OCc2cc(C(=O)N(C)Cc3ccccn3)no2)cc(C)c1Cl was read as EPAC2 antag -7.0%, WRN inhibitor -10.1%, EPAC1 antag -14.1%, PI5P4Ka inh -4.5, CCT modulator -0.8, EPAC1 agonist 29.6%, PLK1 PBD inh -7.6% and MmCpn inh 1.9%.
For CC(NC(=O)CCc1ccc(S(=O)(=O)NC2CCCCC2)cc1)c1ccccc1 (stereo not given) the results were EPAC2 antag -3.6%, WRN inhibitor -6.4%, EPAC1 antag -14.7%, PI5P4Ka inh 1.0, CCT modulator -3.8, EPAC1 agonist 7.6%, PLK1 PBD inh -9.3% and MmCpn inh -3.0%.
Screening Cc1ccc(NC(=O)C(C)OC(=O)/C=C/c2ccccc2)cc1S(=O)(=O)N1CCOCC1 (stereo not given) returned EPAC2 antag -6.4%, WRN inhibitor -18.4%, EPAC1 antag -18.0%, PI5P4Ka inh -28.1, CCT modulator -0.8, EPAC1 agonist 12.0%, PLK1 PBD inh 8.1% and MmCpn inh -4.9%.
Screening Cc1ccc2c(Cl)cc(Cl)c(OCC(=O)NC(=O)NCc3ccco3)c2n1 returned EPAC2 antag 11.4%, WRN inhibitor -3.2%, EPAC1 antag 11.8%, CCT modulator -1.9, EPAC1 agonist 5.2%, PLK1 PBD inh -4.5% and MmCpn inh -7.3%.
For CC1(C(=O)OCC(=O)N2c3ccccc3Sc3ccccc32)CC1(Cl)Cl (stereo not given) the results were EPAC2 antag -0.6%, WRN inhibitor -5.7%, EPAC1 antag -4.7%, PI5P4Ka inh 12.0, CCT modulator -2.4, EPAC1 agonist 6.0%, PLK1 PBD inh -4.5% and MmCpn inh -3.7%.
`COc1ccc(S(=O)(=O)N2CCCCC2c2cc(C(=O)Nc3ccc(F)c(Cl)c3)no2)cc1` (stereo not given) gave EPAC2 antag -7.0%, WRN inhibitor -2.0%, EPAC1 antag -5.0%, PI5P4Ka inh -5.3, CCT modulator -1.6, EPAC1 agonist -8.5% and PLK1 PBD inh -5.7%.
`COCCN1C(=O)c2oc3ccccc3c(=O)c2C1c1cccc(O)c1` (stereo not given) gave EPAC2 antag 3.6%, WRN inhibitor 1.7%, EPAC1 antag -12.3%, PI5P4Ka inh -3.3, CCT modulator 0.5, EPAC1 agonist 2.6%, PLK1 PBD inh -3.5% and MmCpn inh 1.0%.
`CN1CCN(C(=O)c2ccccc2NC(=O)COc2ccccc2Cl)CC1` gave EPAC2 antag 5.7%, WRN inhibitor -6.5%, EPAC1 antag 2.3%, PI5P4Ka inh -3.6, CCT modulator -0.8, EPAC1 agonist -8.6%, PLK1 PBD inh 4.1% and MmCpn inh 0.9%.
For COc1ccc(NS(=O)(=O)c2ccc(Oc3ncccn3)cc2)cc1 the results were EPAC2 antag -0.7%, WRN inhibitor 1.6%, EPAC1 antag 6.1%, PI5P4Ka inh 1.1, CCT modulator -0.8, EPAC1 agonist 1.6%, PLK1 PBD inh -1.1% and MmCpn inh -3.4%.
Screening c1ccc(COc2cccc(-c3cc4nc(NCCCn5ccnc5)ccn4n3)c2)cc1 returned EPAC2 antag 6.2%, WRN inhibitor 0.0%, EPAC1 antag -1.9%, PI5P4Ka inh 6.1, CCT modulator -0.2, EPAC1 agonist -1.7% and PLK1 PBD inh 4.2%.
C=CCNC(=O)C1COc2ccccc2O1 (stereo not given) was read as EPAC2 antag 1.4%, WRN inhibitor 4.0%, EPAC1 antag 13.3%, PI5P4Ka inh -2.0, CCT modulator 0.9, EPAC1 agonist 4.9%, PLK1 PBD inh 4.3% and MmCpn inh -0.3%.

Screens from PubChem BioAssay.
